DUSP3 inh: VHR1 (DUSP3) phosphatase inhibition; inhibition, % at 20 µM; 0.7% of 50,000 active; recombinant VHR phosphatase, colorimetric substrate read-out; in the data active = inhibition above about 60%; also: some results filed as inactive read as strong as hits
Target sequence (P51452 whole entry, looked up): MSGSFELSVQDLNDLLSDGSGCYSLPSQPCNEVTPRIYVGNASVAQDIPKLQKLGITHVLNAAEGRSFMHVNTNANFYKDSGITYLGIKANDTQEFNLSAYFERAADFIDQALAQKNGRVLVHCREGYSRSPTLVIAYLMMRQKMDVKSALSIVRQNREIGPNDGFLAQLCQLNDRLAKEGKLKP
The depositor's hits bear a star. This is a subset; rates above refer to the full screens.

The first 5 compounds, to show the layout:
SMILES | DUSP3 inh
COc1ccc2c(c1)-c1c(sn(-c3cc(C)ccc3O)c1=S)C(C)(C)N2 | 1
CC1(C)CC(=O)c2sc(NC(=O)c3ccccc3Cl)nc2C1 | 13
CCc1cc2c(C)cc(=O)oc2cc1O | 6
O=[N+]([O-])c1cccc(CN2CCN(Cc3cccc(Br)c3)CC2)c1 | 16
O=C(COc1ccccc1[N+](=O)[O-])N=Nc1c(O)[nH]c2ccc(Br)cc12 | -41

Main list (from the top)
SMILES | DUSP3 inh
COc1ccc2c(c1)-c1c(sn(-c3cc(C)ccc3O)c1=S)C(C)(C)N2 | 1
CC1(C)CC(=O)c2sc(NC(=O)c3ccccc3Cl)nc2C1 | 13
CCc1cc2c(C)cc(=O)oc2cc1O | 6
O=[N+]([O-])c1cccc(CN2CCN(Cc3cccc(Br)c3)CC2)c1 | 16
O=C(COc1ccccc1[N+](=O)[O-])N=Nc1c(O)[nH]c2ccc(Br)cc12 | -41
Cc1cc([N+](=O)[O-])ccc1NC(=O)c1ccccc1C(=O)O | -8
COc1ccc(N2C(=O)/C(=C/c3ccc(-c4cc(C(=O)O)ccc4Cl)o3)C(=O)NC2=S)cc1 | -8
CCCCCN(CCCCC)C(=O)c1ccccc1C(=O)Nc1ccccc1 | 8
COc1ccc(/C(N)=N/OC(=O)COc2ccc3ccccc3c2)cc1 | -13
CC(=O)Nc1ccc(N2C(=O)C3C4c5ccccc5C(c5ccccc54)C3C2=O)cc1 (stereo not drawn) | 10
CCOc1ccc(CN2CCN(C(=O)c3ccccc3OC)CC2)cc1 | -11
C=CCN1C(=O)/C(=C\c2ccc(Br)cc2)C(=O)NC1=S | 29
CCOC(=O)CCCSc1nc2sc3c(c2c(=O)n1-c1ccccc1)CCCC3 | -20
COc1ccc(-c2nnc(NC(=O)c3ccc(Cl)cc3Cl)s2)cc1 | -28
O=c1c2cc3c(=O)n(-c4ccc(S)cc4)c(=O)c3cc2c(=O)n1-c1ccc(S)cc1 | 11
CCOC(=O)c1c(-c2ccccc2)csc1-n1c(C)ccc1C | 4
Cc1ccc(N[C@@H]2O[C@H](CO)[C@@H](O)[C@H](O)[C@@H]2O)cc1 | -17
C/C(=C\C(=O)OCCOC(=O)/C=C(\C)NC1CC(C)(C)NC(C)(C)C1)NC1CC(C)(C)NC(C)(C)C1 | -18
CCOc1ccc(NC(=O)c2ccc(-c3ccc(Cl)cc3)o2)cc1 | -10
CC(NC(=O)CN(c1ccc(F)cc1)S(=O)(=O)c1ccccc1)c1ccccc1 (stereo not drawn) | -8

Structures from the list above that contain a furan ring, fused or not (2):
SMILES | DUSP3 inh
COc1ccc(N2C(=O)/C(=C/c3ccc(-c4cc(C(=O)O)ccc4Cl)o3)C(=O)NC2=S)cc1 | -8
CCOc1ccc(NC(=O)c2ccc(-c3ccc(Cl)cc3)o2)cc1 | -10

Next part.
SMILES | DUSP3 inh
COc1ccccc1C(=O)Nc1cc2nn(-c3ccc(C)cc3)nc2cc1C | 0
Cc1ccc(N(Cc2ccc(C(=O)Nc3cccnc3)cc2)S(C)(=O)=O)cc1C | -6
CC(C)(C)C1=NN(C(=O)c2ccc([N+](=O)[O-])cc2)C(O)(C(F)(F)F)C1 (stereo not drawn) | -23
N#CCC(=O)NNC(=O)COc1cccc2ccccc12 | 9
O=C(Nc1ccc(F)c(F)c1)c1ccc2c(c1)OCO2 | -13
CC(=O)Oc1ccc2c3c(c(=O)oc2c1C)CCCC3 | -10
CC1=C(C(=O)OCc2ccccc2)C(c2cccc(F)c2)C2=C(CCCC2=O)N1 (stereo not drawn) | -3
O=C(N/N=C/c1cccc2ccccc12)C(=O)N1CCCC1 | 4
CC(=O)c1cccc(NC(=O)c2cccc(Cl)c2)c1 | -7
COc1cc(C2C3=C(CC(C)(C)CC3=O)OC3=C2C(=O)CC(C)(C)C3)cc(I)c1O | -21
O=C(Nc1ccc2oc(-c3ccc(Cl)cc3Cl)nc2c1)c1ccccc1 | -11
O=C1NC(=O)C(=Cc2ccccc2OS(=O)(=O)c2ccc([N+](=O)[O-])cc2)C(=O)N1 | 1
O=C(CSc1n[nH]c(-c2ccccc2)n1)Nc1ccccn1 | 11
COc1ccc(N(CC(=O)NC(C)c2ccccc2)S(C)(=O)=O)cc1Cl (stereo not drawn) | 8
CSc1ccc(/C=C2\C(=O)NC(=O)N(c3ccc(Cl)cc3)C2=O)cc1 | 0
O=C(O)C(NS(=O)(=O)c1ccc(Br)cc1)C(O)c1ccccc1 (stereo not drawn) | -15
Cc1onc(-c2ccccc2Cl)c1C(=O)N1CCC(Cc2ccccc2)CC1 | -33
Cc1ccc(C(=O)Nc2cccc(NC(=O)c3ccc(C)c(C)c3)c2)cc1 | 34
Cc1ccc(N2C(=O)CC(N3CCN(C)CC3)C2=O)cc1 (stereo not drawn) | 1
Cc1ccc(NCN2C(=O)CSC2=O)c(C)c1 | 0
Cc1sc(/N=C/c2cc(Br)ccc2O)c(C#N)c1C | -5
O=C1C(=Cc2ccccc2)C(=O)c2ccccc21 | -18
O=C1/C(=C\c2cccc([N+](=O)[O-])c2)SC(=S)N1c1ccccc1 | 1
Cc1ccc(C(=O)Nc2ccccc2C(=O)O)cc1 | -8
Nc1ccc(-c2nc3ccc(-c4ccc5nc(-c6ccc(N)cc6)[nH]c5c4)cc3[nH]2)cc1 | 6
O=[N+]([O-])c1ccc(N/N=C/c2cccc(Oc3ccccc3)c2)cc1 | -31
O=[N+]([O-])c1cccc(CNC23CC4CC(CC(C4)C2)C3)c1 | -20
O=C1c2ccc3c4c(ccc(c24)C(=O)N1c1ccc2c(c1)oc1ccccc12)CC3 | 1
C[n+]1cccc(C(=O)NCCOC(=O)Cc2ccccc2)c1 | -10
O=C(c1ccc(Cl)cc1)N1N=C(c2cccc([N+](=O)[O-])c2)CC1(O)C(F)(F)F (stereo not drawn) | 3
CNC(=O)C(=O)NCCc1ccc(Cl)cc1 | -5
Cc1ccc(N2CC(C(=O)Nc3cccc(C)c3C)CC2=O)cc1 (stereo not drawn) | -16
CCC(Sc1nc(C)cc(C)n1)C(=O)N1c2ccccc2Sc2ccccc21 (stereo not drawn) | 18
CSCCNS(=O)(=O)c1ccc(NC(C)=O)cc1 | 3
Cc1ccccc1-c1n[nH]c(=S)n1-c1ccccc1 | 30
CCOc1ccc(NC(=O)CCCOc2ccccc2)cc1 | 10
CCOC(=O)C1=C(O)/C(=C/c2cc(OC)c(OC)c(OC)c2)SC1=Nc1ccccc1 | 0
C=CCN1C(=O)/C(=C/c2ccccc2OCc2ccccc2Cl)SC1=S | -12
CC1=C(C(=O)OC(C)C)C(c2ccc(C(C)C)cc2)NC(=O)N1 (stereo not drawn) | -14
O=C(Nc1cccc(O)c1)/C(=C\c1cccnc1)NC(=O)c1ccccc1 | 2

Given with tabs: part of the list above.
compound	DUSP3 inh
CNC(=O)C(=O)NCCc1ccc(Cl)cc1	-5
Cc1ccc(N2CC(C(=O)Nc3cccc(C)c3C)CC2=O)cc1 (stereo not drawn)	-16
CCC(Sc1nc(C)cc(C)n1)C(=O)N1c2ccccc2Sc2ccccc21 (stereo not drawn)	18
CSCCNS(=O)(=O)c1ccc(NC(C)=O)cc1	3
Cc1ccccc1-c1n[nH]c(=S)n1-c1ccccc1	30
CCOc1ccc(NC(=O)CCCOc2ccccc2)cc1	10

(continued)
SMILES | DUSP3 inh
O=C(c1cc(-c2ccc(Br)cc2)nc2ccccc12)N1CCN(c2ccc(F)cc2)CC1 | -23
CCn1c2ccccc2c2cc(CNCc3ccc(OC)cc3)ccc21 | -7
COC(=O)CN1C(=O)/C(=C/c2cc(OC)ccc2OC)SC1=S | -9
Fc1c(F)c(N2CCOCC2)c(F)c(F)c1-c1c(F)c(F)c(N2CCOCC2)c(F)c1F | -20
CCc1cccc(C)c1NC(=O)CSc1nnnn1-c1ccccc1 | -43
Cc1ccc(C(=O)N/C(=C/c2cccnc2)C(=O)Nc2ccc(Br)cc2)cc1 | -13
O=[N+]([O-])c1ccc(N2CCN(CCO)CC2)cc1NC(c1ccccc1)c1ccccc1 | -6
COc1ccc(CC(=O)Nc2cc([N+](=O)[O-])ccc2C)cc1OC | 4
Cc1ccccc1NC(=O)c1ccc(-c2ccccc2)cc1 | 10
C=CCN1C(=O)/C(=C2\SC(=S)N(Cc3ccccc3)C2=O)c2ccccc21 | -4
COc1ccc(C(=O)Nc2ccc(C)c([N+](=O)[O-])c2)cc1OC | -46
CC1=NN(c2ccc(S(N)(=O)=O)cc2)C(=O)/C1=C\c1cccs1 | -8
Cc1ccc(S(=O)(=O)N2CCSC2c2ccccc2)cc1 (stereo not drawn) | -8
O=C(CSCc1ccccc1)Nc1nccs1 | 0
COC(=O)c1cc(NC(=O)c2cc(-c3cccc(OC)c3)nc3ccccc23)cc(C(=O)OC)c1 | 17
COC(=O)C1=C(C)N(CC2CCCO2)C(=O)/C1=C\c1ccc(OC)c([N+](=O)[O-])c1 (stereo not drawn) | 2
CC(C)(C)NC(=O)c1cc2c(ccc3ccccc32)oc1=O | -4
COc1ccc(C2C(C(=O)OCCOc3ccccc3)=C(C)NC3=C2C(=O)CC(C)(C)C3)c(OC)c1 (stereo not drawn) | 1
Cc1cc(Cl)c2cc(C(=O)O)ccc2n1 | -16
N#C/C(=C\c1c[nH]c2ccccc12)c1ccc([N+](=O)[O-])cc1 | 4
CC(C)N(C(=O)c1ccccc1F)C(C)C | 8
COc1cc2ccccc2cc1C(=O)Nc1ccc(Cl)c(Cl)c1 | -3
COc1cc(F)ccc1S(=O)(=O)N1CCC(C)CC1 | -32
COc1ccc(CN2C(=O)NC(=O)/C(=C\C=C\c3ccco3)C2=O)cc1 | -13
C=CCOc1ccc(/C=C2/N=C(C)C(C(=O)OCC)=C2O)cc1OC | 12
CC1CC2(C)Oc3ccccc3C3OCC1(COC(=O)Nc1ccccc1)C(C)C32 (stereo not drawn) | -1
O=C(CSc1nnc(-c2ccco2)n1-c1ccccc1)Nc1cccc([N+](=O)[O-])c1 | -3
Cc1c(C(=O)Oc2c(Br)cc(Br)cc2Br)cccc1[N+](=O)[O-] | -22
O=C(Nc1ccc(Cc2ccc(NC(=O)C(F)(F)F)c(Cl)c2)cc1Cl)C(F)(F)F | -4
CC1(c2ccccc2)CC(C)(C)N(C(=O)CN2CCCCC2)c2ccccc21 (stereo not drawn) | -8
FC(F)(F)c1ccc2nnc(-c3cccc(Cl)c3Cl)n2c1 | -3
O=C1C(=O)N(c2ccccc2)C(c2ccc3c(c2)OCO3)/C1=C(\O)c1ccc(Br)cc1 (stereo not drawn) | 11
O=C1NN(c2ccc(Cl)c(Cl)c2)C(=O)/C1=C/c1cccc(Br)c1 | 32
Cc1cc(NC(=O)c2ccccc2I)ccc1-c1cc2ccccc2oc1=O | 16
Cn1c2c(c(=O)n(C)c1=O)C(c1ccc(F)cc1)C1=C(N2)c2ccccc2C1=O (stereo not drawn) | 3
O=C1/C(=C\c2cccc(O)c2)SC(=S)N1c1ccc(F)cc1 | 6
CC1=NN(C(=O)c2ccccc2Cl)C(O)(c2ccccc2)C1 (stereo not drawn) | -1
O=C(COc1ccc(Cl)cc1Cl)Oc1ccccc1[N+](=O)[O-] | 3
COc1ccccc1CNC(=O)c1c(-c2ccccc2Cl)noc1C | -99
O=C(NNc1nc2ccccc2s1)c1cccnc1 | 4

A different layout for five compounds above.
| SMILES | DUSP3 inh |
| --- | --- |
| CC(=O)Nc1ccc(N2C(=O)C3C4c5ccccc5C(c5ccccc54)C3C2=O)cc1 (stereo not drawn) | 10 |
| CCOc1ccc(CN2CCN(C(=O)c3ccccc3OC)CC2)cc1 | -11 |
| C=CCN1C(=O)/C(=C\c2ccc(Br)cc2)C(=O)NC1=S | 29 |
| CCOC(=O)CCCSc1nc2sc3c(c2c(=O)n1-c1ccccc1)CCCC3 | -20 |
| COc1ccc(-c2nnc(NC(=O)c3ccc(Cl)cc3Cl)s2)cc1 | -28 |

New compounds follow
SMILES | DUSP3 inh
COc1ccc(OCC(O)CN2C(=O)c3ccccc3C2=O)cc1 (stereo not drawn) | 3
COc1cccc(N(C=O)C(=O)C2C3C=CC(C3=C3CCCC3)C2C)c1 (stereo not drawn) | 7
O=C(NCC1CCN(C(=O)c2ccc(Cl)c(Cl)c2)CC1)c1ccc(Cl)c(Cl)c1 | -26
O=[N+]([O-])c1cc(-n2ncnc2-c2cccc(Cl)c2)ccc1F | 1
O=C(/C=C/c1ccco1)Nc1ccccc1-c1ccccc1 | -6
COC(=O)C1=C(C)NC2=C(C(=O)c3ccccc32)C1c1ccc(OCc2ccc([N+](=O)[O-])cc2)cc1 (stereo not drawn) | -6
CCc1nc2ccccc2c(=O)n1-c1cccc(O)c1 | -12
O=S(=O)(Nc1ccc(Br)cn1)c1ccc2ccccc2c1 | -8
COc1ccc(N(CC(=O)NCc2ccccc2)S(=O)(=O)c2ccc(C)cc2)c(OC)c1 | -12
CCN1C(=O)/C(=C\c2nc3ccccc3c(=O)n2C)c2ccccc21 | -29
N#CSCCCOc1ccccc1F | -16
O=Cc1cccc(OCc2c(F)cccc2Cl)c1 | 10
Cc1ccccc1OC1=NS(=O)(=O)c2ccccc21 | 0
CC1CCCCN1C(=O)c1cc2nc(-c3cccs3)cc(C(F)(F)F)n2n1 (stereo not drawn) | -38
Cc1ccc(-c2csc(NC(=O)c3ccccc3Cl)n2)cc1 | -19
Cc1ccc(OCC(=O)N/N=C\c2ccco2)cc1 | -24
COc1ccc(OC)c(/C=C/C(=O)Nc2ccc(C)c(Cl)c2)c1 | 13
Cc1ccc(N2C(=O)CC(Sc3nc(C)cc(C)n3)C2=O)cc1 (stereo not drawn) | -41
NC(=O)c1cccc(N=Cc2ccc(OCc3ccccc3)cc2)c1 | 1
Cc1cc(C)cc(C=C2C(=O)c3ccccc3C2=O)c1 | -2
COc1cc(NC(=O)c2nn3c(c2Cl)NC(c2cccs2)CC3C(F)(F)F)cc([N+](=O)[O-])c1 (stereo not drawn) | 8
COc1ccc(CNc2ccc3c(c2)nc(C)n3C)cc1OC | -5
Cc1cccc(NC(=O)c2c(C)c(-c3ccccc3)nc3ccccc23)c1C | -4

Screening results: PubChem BioAssay, Sanford-Burnham Center for Chemical Genomics
